NALP1 yeast inh – NALP1 inhibition; S. cerevisiae NALP1/ASC/caspase-1 growth, X-gal OD620, 72 h; inhibition, % at 10 µM; 280,000 compounds, 0.61% hits; AID 2071; in the data active means inhibition mostly above about 24%, no sharp cut-off; inactive means mostly below about 32%; further: some compounds called inactive have numbers as strong as hits
DNA FID counter – counter-screen for HCV NS3 helicase inhibitors: DNA intercalator displacement; DNA fluorescent intercalator displacement, fluorescence; inhibition, % at 7.9 µM; 290,000 compounds, 0.17% hits; in the data active means inhibition above about 37%;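 further: 0% = vehicle and 100% = reference compound; higher means more ethidium bromide displaced from hairpin DNA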
M18AAP inhibitor – PfM18AAP enzyme inhibition | recombinant PfM18AAP, H-Glu-NHMec fluorogenic cleavage | inhibition, % at 7.35 µM | AID 1822 | 290,000 compounds, 1.2% hits;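 active means inhibition above the campaign mean inhibition over all tested compounds plus 3 SD, cut at about 28% in these data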;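 further: 0% = plate median of test compound wells and 100% = 2 mM ZnCl2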
MEKK2wt PB1 HTS – raises or lowers MEK5 binding to wildtype human MEKK2 PB1 domain. AID 1531. bead flow cytometry, Alexa488-MEK5 binding to MEKK2 WT; actives lie on both sides. 290,000 compounds, 1.1% hits. binding response (% of control), % at 10 µM; in the data active means binding response below about 67% or above about 130%
OXTR agonist – activates the human oxytocin receptor; P30559; CHO-OTR cells, Fluo-8 calcium fluorescence; normalized: DMSO 0%, oxytocin 100%; activation, % at 3 µM; 320,000 compounds, 0.32% hits; AID 2435;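 active means activation above the mean of all tested compounds plus 3 SD, cutoff set per screening run, cut at about 20% in these data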;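 further: peak over basal fluorescence ratio from a 100 s FLIPR kinetic read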
MEKK3 PB1 HTS – modulators (inhibitors or enhancers) of MEK5 binding to human MEKK3 PB1 domain. bead-based flow cytometry, Alexa488-MEK5 binding to MEKK3; actives lie on both sides; 0 = blocked by unlabeled MEK5, 100 = vehicle. 290,000 compounds, 1.4% hits. Q99759. binding response (% of control), % at 10 µM;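 active means binding response more than 3 SD above or below the average of its plate-row segment, actives on both sides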;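 further: Alexa488 bead fluorescence after subtracting the streptavidin-only scavenger bead signal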
Target sequence (Q99759 whole entry, looked up, the tested form may be a part): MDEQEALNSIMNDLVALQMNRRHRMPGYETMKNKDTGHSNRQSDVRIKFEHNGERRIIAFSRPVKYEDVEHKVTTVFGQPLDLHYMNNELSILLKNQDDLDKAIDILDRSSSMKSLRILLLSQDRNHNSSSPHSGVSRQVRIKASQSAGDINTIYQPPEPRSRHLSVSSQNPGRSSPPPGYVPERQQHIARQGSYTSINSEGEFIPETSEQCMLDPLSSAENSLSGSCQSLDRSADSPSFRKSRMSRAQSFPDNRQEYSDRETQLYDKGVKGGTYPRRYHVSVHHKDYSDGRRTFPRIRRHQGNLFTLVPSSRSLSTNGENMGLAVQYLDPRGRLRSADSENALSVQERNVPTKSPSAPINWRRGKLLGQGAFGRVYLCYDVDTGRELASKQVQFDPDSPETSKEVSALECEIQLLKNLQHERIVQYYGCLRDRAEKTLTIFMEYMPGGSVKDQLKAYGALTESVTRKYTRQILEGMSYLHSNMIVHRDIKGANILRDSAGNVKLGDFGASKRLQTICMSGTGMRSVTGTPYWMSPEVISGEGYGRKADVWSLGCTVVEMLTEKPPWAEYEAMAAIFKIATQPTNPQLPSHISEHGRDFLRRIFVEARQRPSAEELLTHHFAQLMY
PHOSPHO1 inh – PHOSPHO1 (human) inhibition. Q8TCT1. recombinant PHOSPHO1, absorbance phosphatase assay. inhibition, % at 13.3 µM. 290,000 compounds, 1.1% hits; in the data active means inhibition above about 60%
Target sequence (Q8TCT1 whole entry, looked up): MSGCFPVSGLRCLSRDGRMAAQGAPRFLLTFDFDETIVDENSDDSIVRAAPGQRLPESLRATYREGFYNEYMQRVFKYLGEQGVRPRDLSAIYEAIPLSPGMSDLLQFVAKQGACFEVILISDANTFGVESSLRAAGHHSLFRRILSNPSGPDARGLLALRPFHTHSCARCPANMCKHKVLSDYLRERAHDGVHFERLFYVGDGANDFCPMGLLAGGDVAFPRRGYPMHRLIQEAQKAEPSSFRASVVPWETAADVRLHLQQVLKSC
GPR7 antagonist – human neuropeptides B/W receptor 1 antagonism; P48145; GPR7-expressing cells, fluorescence antagonist assay; inhibition, % at 4.4 µM; 290,000 compounds, 1.1% hits; in the data active means inhibition above about 16%, passing the limit was not always enough;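 further: cells stimulated with the agonist NPW; 0% = agonist with vehicle and 100% = vehicle without agonist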
MEKK2 mut-MEK5 – signal of MEK5 binding to mutant human MEKK2 PB1 domain. bead flow cytometry, Alexa488-MEK5 binding to MEKK2 mutant. AID 1530. 290,000 compounds, 0.35% hits. percent response, % at 10 µM; in the data active means percent response above about 24%, passing the limit was not always enough; further: inactives centre near 1; some results filed as inactive read as strong as hits; reference of the scale not given here
The depositor's hits bear a star; nt = no result given.

no.	SMILES	NALP1 yeast inh	DNA FID counter	M18AAP inhibitor	MEKK2wt PB1 HTS	OXTR agonist	MEKK3 PB1 HTS	PHOSPHO1 inh	GPR7 antagonist	MEKK2 mut-MEK5
1	NS(=O)(=O)c1cccc(NC(=S)NCc2ccccc2)c1	-10	3	-1	nt	1.3	nt	13	-1	nt
2	O=C1CCCN1CCCNC(=S)Nc1ccc(Br)cc1Cl	-17	0	4	92	0.7	87	38	-4	-7
3	CNC(=O)CCSc1ccc(C)cc1	-78	-2	0	103	-0.5	84	2	-1	3
4	Cc1ccc2nc(SCC(=O)NC3CCCC3)[nH]c2c1	7	-10	-8	100	0.6	103	20	1	4
5	COC(=O)c1ccc(-c2noc(CN(C)Cc3ccncc3C)n2)cc1	18	-17	3	90	9.7	98	23	-10	-9
6	CC1=CC(=O)C(C(C)C)=C/C1=N/OS(=O)(=O)c1ccccc1	12	-9	2	93	5.4	92	0	81*	-12
7	O=C(CSc1nnc(-c2c[nH]c3ccccc23)n1CC1CCCO1)Nc1ccc2c(c1)OCCO2 (configuration not stated)	13	-25	-13	95	-1.6	89	22	-10	-6
8	CCN(Cc1ccccc1)S(=O)(=O)c1c(N)n(C)c(=O)n(C)c1=O	-3	-7	-3	107	0.2	101	32	-9	7

Given as labelled records: entries from further up.
6) CC1=CC(=O)C(C(C)C)=C/C1=N/OS(=O)(=O)c1ccccc1
  NALP1 yeast inh: 12 | DNA FID counter: -9 | M18AAP inhibitor: 2 | MEKK2wt PB1 HTS: 93 | OXTR agonist: 5.4 | MEKK3 PB1 HTS: 92 | PHOSPHO1 inh: 0 | GPR7 antagonist: 81* | MEKK2 mut-MEK5: -12

7) O=C(CSc1nnc(-c2c[nH]c3ccccc23)n1CC1CCCO1)Nc1ccc2c(c1)OCCO2 (configuration not stated)
  NALP1 yeast inh: 13 | DNA FID counter: -25 | M18AAP inhibitor: -13 | MEKK2wt PB1 HTS: 95 | OXTR agonist: -1.6 | MEKK3 PB1 HTS: 89 | PHOSPHO1 inh: 22 | GPR7 antagonist: -10 | MEKK2 mut-MEK5: -6

8) CCN(Cc1ccccc1)S(=O)(=O)c1c(N)n(C)c(=O)n(C)c1=O
  NALP1 yeast inh: -3 | DNA FID counter: -7 | M18AAP inhibitor: -3 | MEKK2wt PB1 HTS: 107 | OXTR agonist: 0.2 | MEKK3 PB1 HTS: 101 | PHOSPHO1 inh: 32 | GPR7 antagonist: -9 | MEKK2 mut-MEK5: 7

Next compounds:
no.	SMILES	NALP1 yeast inh	DNA FID counter	M18AAP inhibitor	MEKK2wt PB1 HTS	OXTR agonist	MEKK3 PB1 HTS	PHOSPHO1 inh	GPR7 antagonist	MEKK2 mut-MEK5
9	CN(C)CCCN(C(=O)c1ccc2c(c1)CCCC2)c1nc2c(F)cccc2s1	20	8	1	121	5.0	91	-26	-2	4
10	COc1ccc(N2C(=O)N3[C@H](c4ccc(Cl)cc4)[C@@H]4C(=O)N(C5CCCCC5)C(=O)[C@@H]4[C@]3(Cc3ccc(Cl)cc3)C2=O)cc1	25	-15	-10	90	-0.8	101	-24	-6	-4
11	COc1ccc(Nc2nc(N)nc(CN3CCN(c4ccc(F)cc4)CC3)n2)cc1	-15	-7	0	89	0.3	102	-22	-11	-6
12	Cc1cc(NC(=O)c2ccc(F)cc2F)n(-c2nc3ccccc3[nH]2)n1	0	0	-8	98	-0.3	101	-6	11	0
13	N#Cc1nc(COc2ccc(Cl)cc2)oc1NCc1ccc2c(c1)OCO2	-6	-12	-4	108	-1.1	109	16	8	2
14	CN(CCC#N)Cc1cc(=O)oc2ccc3ccccc3c12	12	-12	2	94	-0.6	96	-10	-15	-4
15	CN(C)/C=C1\C(=O)ON=C1c1ccccc1	2	-1	-3	96	0.3	107	20	-6	-9
16	COc1cccc(C(=O)NCCCNC(=O)c2ccccn2)c1	10	-10	3	96	-0.6	100	-12	0	2
17	COC(=O)c1ccccc1NC1OC(=O)c2ccccc21 (configuration not stated)	16	3	-2	102	1.0	103	-1	-7	11
18	Cc1cc(OCC(=O)Nc2ccncc2)c(C)cc1Br	22	-3	-12	109	21*	106	3	19	10
19	CC(C)n1c(=S)[nH]c2scc(-c3cccs3)c2c1=O	5	-12	7	96	-1.9	98	-112	-1	-6
20	Cc1onc(-c2ccc(Cl)cc2)c1-c1ccnn1S(=O)(=O)c1ccc(Cl)cc1	nt	-1	-3	105	0.2	99	17	-5	-17
21	Cc1ccc(S(=O)(=O)N2CC(=NN=C(N)N)C2)cc1	4	-3	0	105	-0.2	100	28	-12	2
22	Cc1nc2c(C(=O)NCc3ccc4c(c3)OCO4)c[nH]n2c(=O)c1Cc1ccccc1F	-2	-45	1	91	-1.1	102	25	-5	-6
23	Cc1ccc(CC2CC(=O)N(c3ncccn3)C2=O)cc1 (configuration not stated)	-29	-3	5	99	1.0	100	28	-11	-3
24	Cc1ccc(NS(=O)(=O)c2cccc(C(=O)NNC(=O)NC3CCCCC3)c2)c(C)c1	17	-27	-1	94	-0.6	92	-12	-13	-3

A few values from the entries so far:
Value of #20 in OXTR agonist: 0.2
Value of #24 in MEKK3 PB1 HTS: 92
Value of #23 in NALP1 yeast inh: -29
Value of #22 in MEKK2 mut-MEK5: -6

An excerpt from above in order of the NALP1 yeast inh value, low to high.
No.	mol	NALP1 yeast inh
8	CCN(Cc1ccccc1)S(=O)(=O)c1c(N)n(C)c(=O)n(C)c1=O	-3
14	CN(CCC#N)Cc1cc(=O)oc2ccc3ccccc3c12	12
24	Cc1ccc(NS(=O)(=O)c2cccc(C(=O)NNC(=O)NC3CCCCC3)c2)c(C)c1	17

Carrying on:
no.	SMILES	NALP1 yeast inh	DNA FID counter	M18AAP inhibitor	MEKK2wt PB1 HTS	OXTR agonist	MEKK3 PB1 HTS	PHOSPHO1 inh	GPR7 antagonist	MEKK2 mut-MEK5
25	Fc1ccc(-c2csc(-c3ccc(C4SCCS4)cc3)n2)cc1F	29	2	-2	98	0.2	99	19	-13	-2
26	Oc1ccc(-c2nc3ccccn3c2NCc2ccco2)cc1	-2	-2	12	101	1.0	101	6	-7	5
27	CCc1ccccc1NC(=S)Nn1cnnc1	-24	-14	76*	101	nt	99	61*	-8	0
28	Cc1cnc(C(=O)Nc2cccc3ncccc23)cn1	18	-2	-2	102	0.3	102	-2	-7	0
29	Cc1ccc(CN=C2NC(=O)C(CC(=O)NCCc3ccccc3)S2)cc1 (configuration not stated)	11	-20	-4	96	-2.3	93	13	-6	-2
30	CC(C)(C)C(=O)Nc1ccc(Oc2ccc3c(c2)C(=O)N(c2ccc(O)cc2)C3=O)cc1	11	-12	13	103	-0.1	104	12	3	4
31	CCCN1CCC(NC(=O)Nc2ccc(F)cc2F)CC1	8	4	-6	98	0.9	98	14	0	0
32	CC(C)N(C)C(=O)c1ccc(OC2CCN(CCc3ccccc3)CC2)cc1	-11	4	-6	96	3.0	98	27	-17	-3
33	COc1cc(C)nc(OCCNC(=O)COc2ccc(Cl)cc2C)n1	12	-27	-4	105	1.1	102	4	-7	9
34	NNc1nc(-c2ccccc2)c2cc(Br)ccc2n1	6	-19	35*	106	-1.5	105	-7	1	5
35	Cc1ccc(C)c(NC(=O)Cn2c(=O)n(-c3ccc(CC(=O)NCC4CCCO4)cc3)c(=O)c3ccccc32)c1 (configuration not stated)	-4	-33	0	86	-0.1	95	12	-11	-14
36	CCC(C)NC(=S)N(CCc1ccccc1)Cc1cc2cc(OC)c(OC)cc2[nH]c1=O (configuration not stated)	13	-7	3	101	-1.0	103	6	-5	1
37	O=C(Nc1ccc2c(c1)OCO2)Nc1ccc(F)cc1F	16	-3	1	107	0.0	103	38	15	3
38	Cn1c(SCC(=O)N2CCCC2=O)nnc1-c1ccccc1F	-4	0	-12	98	0.6	100	-20	-8	-1
39	NC(=O)c1ccc[n+](CC(=O)c2ccc(F)cc2)c1	6	0	-1	105	0.0	102	16	-8	4
40	Cc1nn(CC(O)Cn2c3c(c4ccccc42)CCN(C)C3=O)c(C)c1Br (configuration not stated)	1	-31	2	101	-0.5	100	-6	-2	6
41	CCCCNC(=S)Nc1ccc2nc(N3CCN(CC)CC3)cc(C)c2c1	22	22	-14	139*	0.1	111	28	-3	27*
42	COc1ccc(CCNC(=O)CCNC(=O)N2CC(=O)Nc3ccccc32)cc1OC	5	-14	3	93	-0.7	98	2	-15	0
43	Oc1cccc2ccc(/C=C/c3ccccc3Br)nc12	3	-10	2	95	-1.4	101	19	4	0
44	Cc1[nH]c2ccccc2c1C1=CN2CCS(=O)(=O)N=C2S1	-33	-2	-1	106	1.1	102	6	-10	0
45	Cc1cc(C)n2nc(SCc3cc(=O)oc4ccc5ccccc5c34)nc2n1	4	-9	-2	nt	0.2	nt	51	-12	nt
46	Cc1ccc(/C=N/NC(=O)CNC(=O)c2ccc(C)c([N+](=O)[O-])c2)o1	-10	-3	-3	94	-0.3	93	8	-13	-2
47	CC1=Nc2ccccc2/C1=C/c1c(N)n2c(S(=O)(=O)CC(C)C)nsc2nc1=O	10	-30	-7	106	nt	124	-18	2	-1
48	COCCCNC(=O)CSc1nc2cc(C(=O)NCCOC)ccc2c(=O)n1Cc1ccc2c(c1)OCO2	-3	-45	5	101	0.1	102	9	-20	7
49	Cc1cccc(-n2nnnc2SC(C)C(=O)NCCC2=CCCCC2)c1 (configuration not stated)	11	-25	1	106	-2.3	105	22	-5	4
50	CCOc1ccc(C(C)=O)cc1CN1C(=O)NC2(CCCCC2C)C1=O (configuration not stated)	1	-18	-1	95	-0.7	94	5	1	-4
51	CC1=C(n2nnc([N+](=O)[O-])n2)C(c2cccnc2)C(C#N)=C(N)O1 (configuration not stated)	28	-3	0	106	-0.1	102	4	-2	5
52	COc1ccc(C(=O)CSc2nc3c(c(=O)n(C)c(=O)n3C)n2C)cc1	3	-3	-13	93	0.6	97	12	-4	-7
53	COc1ccc(OCC(=O)N2CCOCC2)cc1	6	-2	1	97	0.3	100	24	4	2
54	Cc1cc(-n2c(C)cc(C(=O)CSc3nc(N)cc(=O)[nH]3)c2C)no1	9	-16	-3	100	-0.4	102	-23	-7	3

Bioassay records from PubChem BioAssay.
